A549 NSCLC growth: A549 NSCLC cell proliferation inhibitors – ATP luminescence, human non-small cell lung line, primary screen (AID 371); A549 growth inhibition, ATP luminescence; stronger effect = higher value; growth inhibition, % at 10 µM; 8.4% of 3,300 active;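 active = mean growth inhibition over the two runs of 50% or more; inactive = mean growth inhibition under 50%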;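 note: compound exposure lasted 72 h before the ATP read; 0% = untreated cell signal and 100% = no luminescence left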
HT29 cell growth-1: HT29 colon tumor cell growth inhibition, primary screen, imaging, high content imaging, 48 h, CellTiter-Glo (AID 771); HT29 cell growth, HCS imaging cell count, 48 h; stronger effect = higher value; growth inhibition, % at 10 µM; 2% of 3,300 active;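 active = growth inhibition above 90%, meaning viable cell count by imaging cut by more than 90% versus vehicle controls; inactive = growth inhibition below 90%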;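 note: percent fewer viable cells counted by imaging than vehicle controls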
HT29 cell growth-2: HT29 colon tumor cell growth inhibition, primary screen, imaging, high content imaging, 24 h, CellTiter-Glo (AID 770). HT29 cell number by imaging, 24 h; stronger effect = higher value. growth inhibition, % at 10 µM. 3,300 tested, under 10 active;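 active = growth inhibition above 90% in viable cell count at a single dose; inactive = growth inhibition below 90%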
AID772: HT29 colon tumor cell growth inhibition, primary screen, imaging, high content imaging, 72 h, CellTiter-Glo (AID 772); HT29 cell growth, HCS imaging cell count, 72 h; stronger effect = higher value; 0.6% of 3,300 active; growth inhibition, % at 10 µM;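 active = growth inhibition above 90%, meaning viable cell count cut by more than 90% versus vehicle controls; inactive = growth inhibition below 90%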
AID364: Jurkat cell viability reduction – Jurkat E6.1, NIH starter set, primary screen (AID 364). Jurkat E6.1 viability, ATP luminescence, 48 h; higher % means a stronger effect. inhibition, % at 4 µM; hits with a dose series show CC50 in µM. 2% of 3,300 active;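 active = concentration giving half-maximal inhibition at or below 20 micromolar; inactive = half-maximal concentration above 20 micromolar, or not dose tested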;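 note: 100% = cells treated with 4 µM doxorubicin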
HT29 cell growth-2 condensed nuclei: second read-out of HT29 cell growth-2, no call of its own (marks repeat the call); condensed nuclei, %; measured here: percent cells with condensed nuclei;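 share of cells whose nuclear area falls below control median minus 1.5 SD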
HT29 cell growth-2 ATP viability: further read-out of HT29 cell growth-2, marked with its call; growth inhibition, %; measured here: ATP CellTiter-Glo viability
HT29 cell growth-1 condensed nuclei: recorded beside HT29 cell growth-1, whose call it bears; condensed nuclei, %; measured here: percent cells with condensed nuclei;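 condensed means Hoechst nuclear area under control median minus 1.5 SD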
HT29 cell growth-1 ATP viability: second read-out of HT29 cell growth-1, no call of its own (marks repeat the call); growth inhibition, %; measured here: ATP CellTiter-Glo viability inhibition
AID772 condensed nuclei: further read-out of AID772, marked with its call; condensed nuclei, %; measured here: percent cells with condensed nuclei;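 condensed means nuclear area below control median minus 1.5 SD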
AID772 second: also measured in AID772; calls as there; growth inhibition, %; measured here: ATP CellTiter-Glo viability
Numbers without * were called inactive; . = no result given.

canonical_smiles,HT29 cell growth-2,AID772 condensed nuclei,AID772,AID364,HT29 cell growth-2 condensed nuclei,HT29 cell growth-1 ATP viability,AID772 second,A549 NSCLC growth,HT29 cell growth-2 ATP viability,HT29 cell growth-1 condensed nuclei,HT29 cell growth-1
Cc1cc2c(c(=O)n1Cc1cccnc1)C(c1ccccc1)C(C#N)=C(N)O2 (configuration not stated),8.6,4.3,33.3,10.8%,4.1,-17.8,-29.4,-5.2,-20.7,1.9,26.0
Cc1c(NS(=O)(=O)c2cccc3nsnc23)c(=O)n(-c2ccccc2)n1C,-5.4,5.5,47.1,-5.3%,1.5,6.3,-4.6,1.5,2.5,1.4,18.3
COC(=O)c1ccc(C(=O)OC)c(NC(=O)c2cc3ccccc3o2)c1,3.3,2.1,6.6,0.7%,3.6,-15.1,0.9,5.6,-11.4,3.0,12.9
CCCSc1nnc(NC(=O)Nc2ccccc2)s1,34.9,3.4,58.0,-0.8%,2.9,26.7,33.6,45.3,19.8,3.3,48.7
CC(C)Oc1ccc(C(=O)CCN2CCCCC2)cc1,14.5,2.6,25.5,-4.9%,2.2,8.5,-7.4,1.0,-2.9,3.8,45.5
CC1(C)CC(=O)C(C=N)=C(O)C1,30.8,3.4,-52.2,-1.2%,6.1,-23.0,-36.0,1.4,-7.3,2.2,-20.5
Nc1nnc(CC2=CCCCC2)s1,14.5,9.8,-4.9,-2.8%,3.4,-31.4,-0.8,0.0,-17.4,2.0,-5.4
OCCNc1nc(-c2ccccc2)c2ccccc2n1,27.6,4.7,-52.0,5.0%,7.0,-9.3,-32.9,-2.1,1.6,3.5,-38.8
CCN(CC)CCCN1C(=O)C(=O)/C(=C(/O)c2ccccc2)C1c1ccccn1 (configuration not stated),-24.8,6.4,-40.4,8.8%,2.3,-9.9,-15.2,-4.3,-8.3,3.5,-32.2
CN=c1sc2ccccc2n1CC(O)COCc1ccco1 (configuration not stated),-5.3,4.1,31.4,-1.6%,3.1,7.3,9.7,-6.7,-0.8,2.9,28.4
COc1cccc(/C(O)=C2\C(=O)C(=O)N(c3ccccn3)C2c2ccccc2OC)c1 (configuration not stated),10.4,0.7,58.0,-4.7%,3.7,4.8,-1.6,6.8,-6.7,2.5,31.7
CCn1c(SCC(=O)NCc2ccco2)nnc1-c1ccc(N)cc1,27.6,3.4,-97.4,0.6%,5.4,-20.6,-62.4,7.4,-2.8,2.7,9.3
COC(=O)Cn1cc(C(=O)OC)cc(Br)c1=O,44.3,7.4,23.9,-11.1%,9.4,11.4,42.5,2.6,3.3,7.4,52.1
O=P(O)(c1ccccc1)c1ccccc1O,26.0,3.4,-117.5,-7.8%,1.9,-13.7,-37.7,-0.2,-1.2,2.1,12.8
CCCSc1nnc2n(C)c(=O)c3c4c(sc3n12)CCC4,19.8,3.5,-19.7,-0.2%,2.2,7.9,3.0,20.4,-3.0,1.1,32.3
O=C1C=C(O)CC(c2ccc(Cl)c(Cl)c2)C1 (configuration not stated),9.2,17.3,18.4,-8.2%,4.2,-3.4,8.4,13.4,-1.2,2.5,25.1
CC1(C)S[C@@H]2[C@H](NC(=O)[C@H](C(=O)O)c3ccsc3)C(=O)N2[C@H]1C(=O)O,-20.1,3.4,5.3,-6.2%,2.0,.,-8.9,-0.7,-12.6,1.6,26.6
Cc1cc(=O)oc2cc(OCCSCCN3CCOCC3)ccc12,4.2,6.0,72.2,-3.2%,8.1,16.6,40.9,8.7,-0.6,3.2,41.0
Nc1ccc(S(=O)(=O)Nc2ncccn2)cc1,2.9,1.6,26.9,0.0%,1.5,.,-4.5,2.0,-11.1,1.7,-65.2
CCOC(=O)c1[nH]c2ccc(OC)cc2c1C,-51.1,3.2,-93.3,-0.1%,2.4,-17.3,-36.0,12.4,-14.8,0.7,22.4
Cn1c(OCc2ccc3c(c2)OCO3)nc2c1c(=O)n(Cc1cccc(Cl)c1)c(=O)n2C,34.8,15.1,10.3,-7.6%,1.7,-15.0,-7.1,-0.7,-0.3,2.0,21.1
CCCCC[C@H](O)/C=C/C1=C(CCCCCCC(=O)O)C(=O)CC1,-5.5,0.6,-0.3,15.1%,2.7,.,-21.8,13.2,-18.5,2.3,-76.8
Cn1c(=O)[nH]c(=O)c2c1nc(N(CCO)Cc1ccccc1)n2Cc1ccccc1Cl,1.6,3.9,-16.9,-4.1%,4.7,-33.6,-1.1,25.1,-16.0,2.9,-10.8
CCOC(=O)Cn1nc(C)c2ccccc2c1=O,-55.6,2.0,-42.4,-8.0%,0.9,-7.3,-27.4,-3.6,-4.0,2.1,10.6
O=C1OC2CCC1(c1ccccc1)C2 (configuration not stated),2.6,16.6,-18.3,-4.0%,2.6,18.5,-13.2,-2.1,7.2,3.6,67.4

3 entries already listed, sorted by the number in AID772 condensed nuclei, high to low.
molecule,AID772 condensed nuclei
Nc1nnc(CC2=CCCCC2)s1,9.8
O=P(O)(c1ccccc1)c1ccccc1O,3.4
Nc1ccc(S(=O)(=O)Nc2ncccn2)cc1,1.6

Next section
canonical_smiles,HT29 cell growth-2,AID772 condensed nuclei,AID772,AID364,HT29 cell growth-2 condensed nuclei,HT29 cell growth-1 ATP viability,AID772 second,A549 NSCLC growth,HT29 cell growth-2 ATP viability,HT29 cell growth-1 condensed nuclei,HT29 cell growth-1
Cc1ccc(N2C(=O)CC3(CC4C=CC3C4)C2=O)cc1 (configuration not stated),-2.7,2.4,37.2,-5.8%,2.9,-2.6,25.5,6.0,9.8,3.6,11.4
Cn1c(N)c(C#N)c2c(c1=S)CSC(C)(C)C2,16.6,5.3,58.9,1.0%,6.1,-15.7,-6.3,7.3,-1.0,1.9,3.3
Nc1nc(NC(=O)Cc2ccccc2)nn1-c1ccccc1,5.3,3.3,-70.7,3.9%,4.6,-9.7,-32.9,7.0,-11.5,2.0,26.7
CCOC(=O)c1cc2c(=O)n3cccc(C)c3nc2n(C)c1=N,21.7,4.5,-32.3,14.9%,3.7,-20.4,-31.1,27.1,-10.3,2.0,-7.1
COC(=O)CSc1nc(C)c(Oc2ccccc2)c(=O)[nH]1,5.3,3.5,0.0,-7.3%,1.9,-9.4,-31.5,-3.2,-11.1,3.6,12.2
Cn1c(=NCC(O)COc2ccccc2)sc2ccccc21 (configuration not stated),4.7,8.7,25.7,-4.0%,3.3,-13.5,-38.6,26.7,-6.4,3.6,25.5
CN1C(=O)NC(NC(=O)c2ccco2)(C(F)(F)F)C1=O (configuration not stated),9.8,4.0,-69.2,8.9%,5.7,-8.4,-7.6,-10.6,8.3,5.6,-17.9
CCOC(=O)c1nc2nc(C)c(Cl)c(=O)n2[nH]1,55.4,11.1,26.4,-3.0%,6.9,16.0,33.2,-2.8,16.6,14.5,42.5
Cc1cc(=O)oc(C)c1C(=O)NCCC1=CCCCC1,-17.9,17.3,26.9,-3.0%,0.6,-6.5,32.2,-4.0,-2.3,2.7,-5.9
CC(C)NCC(O)COc1ccc(CCOCC2CC2)cc1 (configuration not stated),-18.8,5.9,18.3,-0.8%,1.4,.,0.3,-0.8,-5.6,3.9,39.9
CC1(C(=O)CSc2n[nH]c(-c3ccccc3Cl)n2)CCC(=O)O1 (configuration not stated),-41.0,2.7,-77.2,1.3%,4.5,-5.5,-34.5,-1.4,-10.7,2.5,-39.2
CCCOc1ccc(/C(O)=C2/C(=O)C(=O)N(CCN(C)C)C2c2ccncc2)cc1 (configuration not stated),-14.0,3.1,-57.2,2.5%,5.2,-12.4,-23.0,1.0,-1.8,1.5,-50.0
O=c1oc2c(CN3CCCCC3)c(O)ccc2c2c1CCCCC2,-1.0,4.1,10.3,-1.1%,4.3,-38.1,7.4,3.1,-11.1,2.6,8.7
Cc1ccc(C(=O)C2=C(O)C(=O)N(c3ncccn3)C2c2ccc(Cl)cc2)o1 (configuration not stated),39.0,10.8,24.4,-1.3%,1.6,2.3,6.8,-6.8,-4.0,2.6,30.0
CCOC(=O)c1[nH]c2cc3c(cc2c1NC(=O)CN1CC(C)CC(C)C1)OCO3 (configuration not stated),15.4,2.7,37.7,8.2%,2.0,-0.4,4.1,6.0,11.8,3.8,29.5
COC(=O)c1sc(NC(=O)c2oc3ccccc3c2C)nc1C,1.5,1.3,-13.9,2.1%,7.9,0.6,-54.2,33.4,-0.9,1.2,7.8
C=CCn1c(=N)c(C(=O)OCC)cc2c(=O)n3cccc(C)c3nc21,2.3,1.5,-15.9,5.7%,6.0,-12.6,-11.1,16.9,-0.1,2.4,-30.2
Cc1c(CCC#N)c(N2CCN(C3CCCCC3)CC2)n2c(nc3ccccc32)c1C#N,-0.3,10.6,32.8,10.1%,3.5,19.9,-5.0,89.1*,-1.4,6.6,43.4
Cc1ccc(OCc2nnc(NC(=O)c3ccco3)s2)c(C)c1,6.1,11.2,-8.9,1.8%,4.7,0.7,-6.8,6.9,-0.1,2.3,-50.7
Cc1c(/C(O)=C2/C(=O)C(=O)N(CCCN3CCOCC3)C2c2ccncc2)cnn1-c1ccccc1 (configuration not stated),13.2,5.1,38.2,1.6%,1.4,2.2,8.0,-6.5,-5.4,2.7,30.4
Cc1nnc(C)n1/N=C/c1cccn1C,-12.2,2.7,-26.9,-1.8%,4.7,-11.6,-16.7,-2.8,-6.2,1.9,-23.6
CCOC(=O)C1=C(C)OC(N)=C(C#N)C1c1cc2ccccc2nc1N1CCCCC1 (configuration not stated),18.6,4.6,-2.9,-10.1%,2.5,5.2,-7.8,22.5,1.0,2.3,1.1
Cn1c2ccccc2c2nn(-c3ccccc3)c(=O)cc21,-39.6,2.1,72.2,4.8%,4.5,10.4,13.1,12.4,-13.9,1.7,17.1
Cc1ccc2nc(NCc3ccccc3)[nH]c2c1,73.6,15.4,15.9,3.24µM*,52.1,67.4,87.0,66.2*,30.5,19.4,87.6
Cn1c(=O)n(CCC(=O)O)c2ccccc21,9.5,4.7,-25.5,-3.8%,5.0,-20.6,-52.8,1.5,-10.9,1.7,38.5

Pulled one by one from the list above, five records:
canonical_smiles,HT29 cell growth-2,AID772 condensed nuclei,AID772,AID364,HT29 cell growth-2 condensed nuclei,HT29 cell growth-1 ATP viability,AID772 second,A549 NSCLC growth,HT29 cell growth-2 ATP viability,HT29 cell growth-1 condensed nuclei,HT29 cell growth-1
C=CCn1c(=N)c(C(=O)OCC)cc2c(=O)n3cccc(C)c3nc21,2.3,1.5,-15.9,5.7%,6.0,-12.6,-11.1,16.9,-0.1,2.4,-30.2
Cn1c2ccccc2c2nn(-c3ccccc3)c(=O)cc21,-39.6,2.1,72.2,4.8%,4.5,10.4,13.1,12.4,-13.9,1.7,17.1
CC(C)NCC(O)COc1ccc(CCOCC2CC2)cc1 (configuration not stated),-18.8,5.9,18.3,-0.8%,1.4,.,0.3,-0.8,-5.6,3.9,39.9
Cc1nnc(C)n1/N=C/c1cccn1C,-12.2,2.7,-26.9,-1.8%,4.7,-11.6,-16.7,-2.8,-6.2,1.9,-23.6
COC(=O)CSc1nc(C)c(Oc2ccccc2)c(=O)[nH]1,5.3,3.5,0.0,-7.3%,1.9,-9.4,-31.5,-3.2,-11.1,3.6,12.2

Screens as filed in PubChem BioAssay.

The list is partial. The share of hits here may be higher or lower than overall.
